PfM18AAP inh = blocks P. falciparum M18 aspartyl aminopeptidase; recombinant PfM18AAP, H-Glu-NHMec fluorogenic cleavage; inhibition, % at 7.35 µM; 1.2% of 290,000 active; AID 1822;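 active means inhibition above the campaign mean inhibition over all tested compounds plus 3 SD, cut at about 28% in these data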;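 further: 0% = plate median of test compound wells and 100% = 2 mM ZnCl2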
NALP1 inh = inhibitors of NALP1 inflammasome in yeast; S. cerevisiae NALP1/ASC/caspase-1 growth, X-gal OD620, 72 h; inhibition, % at 10 µM; 0.61% of 280,000 active; AID 2071; in the data active means inhibition mostly above about 24%, no sharp cut-off; inactive means mostly below about 32%; further: some compounds called inactive have numbers as strong as hits
IDE act = activators of human insulin-degrading enzyme in cells; P14735; HEK cells, FAbeta-B cleavage, fluorescence polarization; 0% vehicle, 100% cell-free pure enzyme wells; activation, % at 5.96 µM; 0.073% of 340,000 active; AID 493087;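 active means activation above the mean of all tested compounds plus 3 SD, set per screening campaign, cut at about 17% in these data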
MEKK2mut PB1 HTS = signal of MEK5 binding to mutant human MEKK2 PB1 domain. bead flow cytometry, Alexa488-MEK5 binding to MEKK2 mutant. percent response, % at 10 µM. 0.35% of 290,000 active. AID 1530; in the data active means percent response above about 24%, passing the limit was not always enough; further: inactives centre near 1; some results filed as inactive read as strong as hits; reference of the scale not given here
MEKK2 WT-MEK5 = raises or lowers MEK5 binding to wildtype human MEKK2 PB1 domain | 1.1% of 290,000 active | Q9Y2U5 | binding response (% of control), % at 10 µM | bead flow cytometry, Alexa488-MEK5 binding to MEKK2 WT; actives lie on both sides; in the data active means binding response below about 67% or above about 130%
SUMO HTRF inh = blocks human SUMOylation mediated by UBC9 | P63279 | HTRF SUMOylation assay, SAE1/SAE2 + UBC9, in vitro | inhibition, % at 35 µM | 0.36% of 290,000 active; in the data active means inhibition above about 50%, passing the limit was not always enough; further: strong numbers were not always called active
IDE inh = inhibitors of human insulin-degrading enzyme in cells | HEK cells, FAbetaB cleavage, fluorescence polarization | inhibition, % at 5.59 µM | 0.41% of 320,000 active | AID 434962;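 active means percent inhibition above the average of all tested compounds plus 3 SD, set per screening campaign, cut at about 16% in these data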;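 further: IDE supplied by intact live HEK cells; FP after avidin binding of uncleaved biotin substrate so inhibition keeps polarization high; 0% = DMSO wells and 100% = 60 µM reference IDE inhibitor Ii1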
pCIP destab = compounds decreasing mouse p/CIP protein stability; F442A p/CIP-EGFP cells, EGFP fluorescence, 16 h; decrease of EGFP signal, % at 10 µM; 0.01% of 290,000 active; AID 1984;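 active means EGFP signal decrease of at least 30% at 10 µM or well 3 SD below plate mean, unless failing retest; inactive means the rest, including hits failing retest or dose response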; further: some compounds called inactive have numbers as strong as hits; many of its hits are not listed in these tables
MEKK3 PB1 HTS = MEKK3-MEK5 PB1 interaction, increase or decrease | Q99759 | bead-based flow cytometry, Alexa488-MEK5 binding to MEKK3; actives lie on both sides; 0 = blocked by unlabeled MEK5, 100 = vehicle | binding response (% of control), % at 10 µM | 1.4% of 290,000 active | AID 1529;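 active means binding response more than 3 SD above or below the average of its plate-row segment, actives on both sides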;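 further: Alexa488 bead fluorescence after subtracting the streptavidin-only scavenger bead signal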
* hit, by the source's call; · = no result given; & = joins results of further samples.

nr	PfM18AAP inh	NALP1 inh	IDE act	MEKK2mut PB1 HTS	MEKK2 WT-MEK5	SUMO HTRF inh	IDE inh	pCIP destab	MEKK3 PB1 HTS	Structure
1	-2	19	3	19	118	-5	-2	-8	100	CCc1ccccc1NC(=O)CN(C)C(=O)CSc1nn(-c2ccc(F)cc2)c(=S)s1
2	-16	26	·	-6	98	12	-6	-5	110	CCCOc1ccc(N2C(=O)CC(N(CCc3ccc(OC)cc3)C(=O)/C=C/C(=O)O)C2=O)cc1 (stereo not given)
3	-2	-14	0	12	103	-4	0	3	103	CC(C)CCNC(=O)c1ccc2c(c1)ncn2C1CCCCC1
4	-3	8	5	0	97	-2	0	-2	95	CC(=O)N1CCCc2cc(S(=O)(=O)N3CCCC(C(=O)Nc4ccccc4C)C3)ccc21 (stereo not given)
5	-1	-10	-2	-9	82	0	1	-3	71	CCOCCCNS(=O)(=O)c1ccccc1
6	5	21	2	-5	97	-1	0	1	101	O=C(NCCc1ccccc1)c1ccc(CS(=O)Cc2ccc(Cl)cc2)o1 (stereo not given)
7	-9	13	4	-5	100	-2	9	50	101	COc1ccc2c(C)cc3nncn3c2c1
8	-7	-11	7	10	118	-2	11	2	111	Cc1ccc2c(c1)N(CC(=O)N1CCCC1)C(=O)CO2
9	0	3	0	10	110	19	1	-7	107	O=C(Nc1ccccc1Cl)C1Cc2ccccc2O/C1=N\O (stereo not given)
10	8	17	2	5	97	20	10	-26	99	COc1cc(N=Nc2cccc(S(N)(=O)=O)c2)c2ccccc2c1N
11	0	19	-3	-6	91	5	1	-34	95	COc1ccc2c(CC(=O)N(C)CC3COc4ccccc4O3)coc2c1 (stereo not given)
12	-4	-3	-2	-6	95	13	2	-2	95	CC1CCN(C(=O)c2ccccc2NC(=O)Cc2ccccc2)CC1
13	2	-3	2	0	102	8	5	3	99	O=C(O)c1ccc(N/N=C/c2cccc(C(F)(F)F)c2)cc1
14	-4	3	-3	2	100	25	6	-14	101	CCCNC(=O)c1nc2ncc(Br)cn2n1
15	5	16	3	-4	94	12	3	-2	99	CCCOc1ccc(OCCNC2CCCC2)cc1
16	-5	12	5	0	98	-4	5	-2	100	O=C(NC(=S)NCc1ccc(F)cc1)c1ccccc1
17	-9	·	0	-5	93	18	5	-6	96	CC(Oc1ccccc1)C(=O)N1CCN=C1SCc1ccc(F)cc1 (stereo not given)
18	-8	12	·	-7	96	48	-1	-7	102	O=C(Nc1ccc2oc(=O)ccc2c1)c1ccc(-c2cccc([N+](=O)[O-])c2)o1
19	1	2	0	-9	105	-24	3	-3	101	CC(C)(C)c1ccc(C(=O)NCC(=O)OCC(=O)Nc2nc(-c3ccc(F)cc3)cs2)cc1
20	1	2	1	0	99	11	0	-5	97	O=C(c1cccs1)N(c1ccc(Br)cc1)C1C=CS(=O)(=O)C1 (stereo not given)

The list goes on:
nr	PfM18AAP inh	NALP1 inh	IDE act	MEKK2mut PB1 HTS	MEKK2 WT-MEK5	SUMO HTRF inh	IDE inh	pCIP destab	MEKK3 PB1 HTS	Structure
21	-14	30	0	-2	103	-16	-1	-4	101	O=C(CCNC(=O)c1ccccc1Cl)Nc1ccc(Br)c(C(F)(F)F)c1
22	3	21	5	-8	96	22	4	-10	94	Cc1ccccc1OCC(=O)Nc1nnc(-c2ccco2)s1
23	51*	12	4	-2	96	6	-2	-24	95	CCN(CC)c1ccc(/C=N/Nc2nc(C)cc(C)n2)c(O)c1
24	-6	14	4	-1	101	12	1	-6	101	Cc1cccc(C(=O)OCC(=O)c2ccc3c(c2)OCO3)c1O
25	7	1	2	-1	100	20	1	-8	101	CCN(CC)S(=O)(=O)c1ccc(/C=C/C(=O)OCC(=O)N(C(C)C)C(C)C)cc1
26	-16	11	3	2	102	2	0	-14	100	CSc1nnc(Nc2ccccc2C)s1
27	-6	11	5	3	104	-7	4	-4	104	Cc1ccc(N(Cc2ccccc2F)S(C)(=O)=O)c(C)c1
28	-2	·	1	10	91	·	10	·	78	CCC(C(=O)NC1CCCC1)N(C(=O)Cn1nnc(-c2ccc(C)cc2)n1)C1CCCC1 (stereo not given)
29	0	-68	2	1	101	6	-2	-3	96	COC(c1ccccc1)(c1ccccc1)C(Oc1nccc(C)n1)C(=O)O (stereo not given)
30	-21	11	8	3	98	11	2	1	99	CCSC1(SCC)N=C(N)C2(C#N)C(c3ccccc3)NC3=C(CCC3)C12C#N (stereo not given)
31	1	4	1	4	113	-15	-3	13	128	COc1ccc(C(=O)n2c(C)c(CCO)c(=O)n2C)cc1
32	-2	-3	0	5	103	20	0	-12	102	COCC1CCN(C(=O)c2cc(COc3ccc4ncccc4c3)on2)CC1
33	1	12	4	4	107	15	-6	2	105	Cc1nc(Cl)c(C(=O)NCc2ccccc2)c(C)c1[N+](=O)[O-]
34	-8	-12	6	-4	99	32	2	-9	98	CCn1c(=NC(=O)c2ccc(N3C(=O)CCC3=O)cc2)sc2c(OC)ccc(OC)c21
35	-11	10	4	4	102	-6	-4	4	93	Cc1ccc(C(=O)NCCCN2CCOCC2)c(C)c1
36	0	19	-7	1	107	12	7	0	136*	Clc1ccc(-c2csc(N/N=C/c3ccc4c(c3)OCO4)n2)cc1
37	5	22	-9	0	100	5	11	11	145*	Cc1c2ccccc2nc2c(F)c(N(C)C)c(F)c(F)c12
38	10	10	2	-7	89	14	-5	-12	92	CCn1cc(S(=O)(=O)N2CCN(Cc3ccc(F)cc3)CC2)cn1
39	-1	-1	-6	-12	86	1	9	10	97	CC1CCN(CCCOc2ccc(Cl)cc2Br)CC1
40	-1	2	-1	-2	96	-11	4	-10	96	CC1CCCCN1S(=O)(=O)c1ccc(NC(=O)c2cccs2)cc1 (stereo not given)

(list continues)
nr	PfM18AAP inh	NALP1 inh	IDE act	MEKK2mut PB1 HTS	MEKK2 WT-MEK5	SUMO HTRF inh	IDE inh	pCIP destab	MEKK3 PB1 HTS	Structure
41	2	14&11	4&0	1&3	95&108	12&-13	3&1	-20&5	95&102	CCN(CC)CCNC(=O)c1ccc(NC(C)=O)cc1
42	0	12	-1	8	110	-2	2	2	94	CCOC(=O)c1ccccc1NC(=O)c1cccnc1
43	0	4	-4	-7	93	14	5	0	90	CCCC1C2C(=O)N(c3ccccc3OC)C(=O)C2ON1c1ccccc1 (stereo not given)
44	0	18	0	3	103	-10	-4	1	103	CCc1nnc(NC(=O)CSc2nc(C)cc(C)c2C#N)s1
45	8	16	4	7	108	7	4	-1	103	CCc1c(C)sc(NC(=O)OC)c1C(=O)N1CCOCC1
46	44*	10	0	0	97	50	·	-5	103	COc1cc([N+](=O)[O-])ccc1-c1ccc(/C=N\n2cnnc2)o1
47	-7	13	1	-4	97	-10	0	8	100	COc1cc(S(=O)(=O)NC(Cc2c[nH]c3ccccc23)C(=O)O)ccc1NC(C)=O (stereo not given)
48	5	10	-1	·	·	2	2	-2	·	CC(C)NC(=O)COC(=O)c1ccccc1Oc1ccccc1
49	-3	12	2	-3	96	-19	0	-12	94	Cc1ccc(C(=O)NCC(=O)OCC(=O)Nc2cc(C)c(C)cc2[N+](=O)[O-])cc1
50	2	-1	4	3	99	2	11	-1	97	CSc1cccc(NC(=S)NCCCO)c1

One compound at a time, from the list above:
CCN(CC)CCNC(=O)c1ccc(NC(C)=O)cc1 reads PfM18AAP inh: 2; NALP1 inh: 14&11; IDE act: 4&0; MEKK2mut PB1 HTS: 1&3; MEKK2 WT-MEK5: 95&108; SUMO HTRF inh: 12&-13; IDE inh: 3&1; pCIP destab: -20&5; MEKK3 PB1 HTS: 95&102
Cc1ccc(C(=O)NCC(=O)OCC(=O)Nc2cc(C)c(C)cc2[N+](=O)[O-])cc1 reads PfM18AAP inh: -3; NALP1 inh: 12; IDE act: 2; MEKK2mut PB1 HTS: -3; MEKK2 WT-MEK5: 96; SUMO HTRF inh: -19; IDE inh: 0; pCIP destab: -12; MEKK3 PB1 HTS: 94
CCc1nnc(NC(=O)CSc2nc(C)cc(C)c2C#N)s1 reads PfM18AAP inh: 0; NALP1 inh: 18; IDE act: 0; MEKK2mut PB1 HTS: 3; MEKK2 WT-MEK5: 103; SUMO HTRF inh: -10; IDE inh: -4; pCIP destab: 1; MEKK3 PB1 HTS: 103

2 entries from above, tab-delimited.
entry	Compound	PfM18AAP inh	NALP1 inh	IDE act	MEKK2mut PB1 HTS	MEKK2 WT-MEK5	SUMO HTRF inh	IDE inh	pCIP destab	MEKK3 PB1 HTS
24	Cc1cccc(C(=O)OCC(=O)c2ccc3c(c2)OCO3)c1O	-6	14	4	-1	101	12	1	-6	101
7	COc1ccc2c(C)cc3nncn3c2c1	-9	13	4	-5	100	-2	9	50	101

Not all compounds are listed. The share of hits here may be higher or lower than overall.
